EBV gp42 block – Epstein-Barr virus gp42 inhibitors, primary screen, biochemical, uHTS, fluorescence polarization. Glycoprotein 42 (Epstein-Barr virus (strain AG876)), Q1HVG2. Fluorescence polarization binding assay, mP read-out. inhibition, % (tested at 21.74 µM). 220,000 tested, 0.42% active. AID 1085, 2008; in the data active = inhibition above about 50%
eIF4E-4G inh – eIF4E–eIF4G protein interaction inhibitors, primary screen, biochemical, uHTS, TR-FRET, eIF4GI fragment | Eukaryotic translation initiation factor 4E (Mus musculus) + Eukaryotic translation … | TR-FRET eIF4E-eIF4GI(517-606) binding, 2 h | inhibition, % at 21.7 µM | 220,000 tested, 0.37% active | AID 782, 2007;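 also: 0% = full FRET control wells and 100% = background wells lacking eIF4GI fragment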
NCF1 inh – p47phox/p22phox peptide binding inhibitors, primary screen, biochemical, uHTS, NADPH oxidase regulatory subunit. inhibition, % at 24.7 µM. fluorescence polarization, 2 h. AID 1274, 2008. 220,000 tested, 0.53% active. Neutrophil cytosol factor 1 (Homo sapiens), P14598;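 also: 0% = p47phox with labelled peptide and 100% = labelled peptide alone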
14-3-3 Bad inh – inhibitors of 14-3-3 zeta/Bad binding, primary screen, biochemical, TR-FRET, bovine 14-3-3 zeta | 14-3-3 protein zeta/delta (Bos taurus), P63103 | inhibition, % at 21.7 µM | TR-FRET 14-3-3zeta/Dy647-pBad peptide displacement, 1 h | 220,000 tested, 0.71% active;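 active = inhibition above about 70%, limit read from the data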;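 also: 0% = full 14-3-3 plus peptide FRET controls and 100% = background without 14-3-3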
Target sequence (P63103 whole entry, looked up): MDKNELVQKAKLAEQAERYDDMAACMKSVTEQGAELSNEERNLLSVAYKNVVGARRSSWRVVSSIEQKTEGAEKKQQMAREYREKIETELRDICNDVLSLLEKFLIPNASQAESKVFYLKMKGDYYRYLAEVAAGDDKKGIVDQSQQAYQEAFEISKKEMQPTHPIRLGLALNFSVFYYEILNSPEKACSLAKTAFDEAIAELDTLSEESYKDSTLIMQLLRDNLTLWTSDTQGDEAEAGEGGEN
Cl transport mod – KCC2 cotransporter modulators, thallium flux, primary screen, cell-based, HEK293 KCC2, FluoZin-2 fluorescence, MLSMR | B-score of Tl+ flux slope (higher = more flux/activation; lower = inhibition) at 10 µM | AID 1456, 2008 | KCC2 cells, thallium flux FluoZin-2 fluorescence | Solute carrier family 12 member 5 (Homo sapiens), Q9H2X9 | 190,000 tested, 2.2% active;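 active = thallium flux slope and its plate-corrected score both differing from the plate sample mean at a set confidence after two filtering rounds, in either direction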;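 also: slope of fluorescence scaled to starting intensity during 10 to 20 s after thallium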
KLK5 inh – human KLK5 protease inhibitors, primary screen, biochemical, 1536-well; recombinant hK5, fluorogenic AMC substrate cleavage; inhibition, % at 5 µM; 210,000 tested, 0.59% active;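 active = inhibition of 40% or more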;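 also: 0% = enzyme controls without compound and 100% = no-enzyme blanks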
Target sequence (Q9Y337 67-293 limits assumed): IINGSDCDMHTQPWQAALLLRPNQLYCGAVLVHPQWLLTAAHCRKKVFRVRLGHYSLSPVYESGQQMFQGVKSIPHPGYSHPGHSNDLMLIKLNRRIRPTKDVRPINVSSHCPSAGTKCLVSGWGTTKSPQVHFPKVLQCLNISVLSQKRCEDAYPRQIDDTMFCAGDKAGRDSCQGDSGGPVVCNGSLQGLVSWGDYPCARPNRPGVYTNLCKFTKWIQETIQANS
Rad51 HR inh – human RAD51 strand exchange inhibitors, primary screen, biochemical, fluorescence; DNA repair protein RAD51 homolog 1 (Homo sapiens), Q06609; hRad51 DNA strand exchange, fluorescence dequenching; inhibition, % at 10 µM; 200,000 tested, 0.085% active;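 active = inhibition above 40% at the single screening dose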;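 also: 0% = DMSO control wells and 100% = blanks with heterologous ssDNA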
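Test system – preformed human Rad51 ssDNA filaments · Reagent – Donor/quencher-labelled 47-bp dsDNA substrate · Incubation – 37 °C 15-min filament assembly, 30-min compound preincubation, 15-min exchange · Signal – FRET fluorescence dequenching, excitation 485 nm, emission 520 nm · Read-out – percent inhibition from fluorescence, normalised to plate control and blank means · Benchmarks – plate control and blank wells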
Furin inh – human furin inhibitors, primary screen, biochemical, fluorescence intensity; inhibition, % at 30 µM; purified furin, fluorogenic substrate cleavage; 220,000 tested, 0.061% active; P09958; in the data active = inhibition above about 25%; also: inactives centre near -15
Target sequence (P09958 108-714 limits assumed): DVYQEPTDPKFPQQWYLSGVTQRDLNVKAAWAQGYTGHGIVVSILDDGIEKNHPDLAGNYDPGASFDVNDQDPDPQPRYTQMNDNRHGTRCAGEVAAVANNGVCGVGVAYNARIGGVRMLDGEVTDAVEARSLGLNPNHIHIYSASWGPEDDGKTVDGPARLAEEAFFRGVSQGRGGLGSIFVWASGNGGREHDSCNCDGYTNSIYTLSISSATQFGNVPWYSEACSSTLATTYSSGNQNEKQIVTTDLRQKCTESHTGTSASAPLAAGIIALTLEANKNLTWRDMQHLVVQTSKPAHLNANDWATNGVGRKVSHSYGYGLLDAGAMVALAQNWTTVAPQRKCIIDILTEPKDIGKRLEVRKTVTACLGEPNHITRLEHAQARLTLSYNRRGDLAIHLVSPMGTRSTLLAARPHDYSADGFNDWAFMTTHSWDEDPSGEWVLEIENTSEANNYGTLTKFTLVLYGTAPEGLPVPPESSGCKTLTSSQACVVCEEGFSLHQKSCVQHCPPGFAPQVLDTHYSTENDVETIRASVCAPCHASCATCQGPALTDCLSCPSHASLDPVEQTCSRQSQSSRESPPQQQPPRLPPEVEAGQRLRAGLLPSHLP
Thrombin inh – human alpha-thrombin inhibitors, primary screen, counter-screen for coagulation protease inhibitor project, biochemical, 1536-well, fluorogenic AMC substrate; Prothrombin (Homo sapiens), P00734; Boc-VPR-AMC fluorogenic substrate cleavage; inhibition, % at 5 µM; 220,000 tested, 0.26% active;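 active = inhibition at or above 40%; inactive = inhibition below 40%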;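 also: 0% = enzyme with no compound and 100% = wells without enzyme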
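Material: human alpha-thrombin protein. Incubation: reaction at ambient temperature. Technique: fluorescence of released AMC, ex 355 nm, em 460 nm. Control set: no-compound enzyme wells and no-enzyme blanks. Also added: Boc-VPR-AMC substrate, 15 µM final. Buffer or medium: pH 7.5 Tris (50 mM) with NaCl 150 mM, Tween 20 0.05%.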
Active calls of the source: *; x = not tested or not shown; [ ] = dose if it differs, or a comment.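 The calls were made as follows, unless noted: active = inhibition above about 30% (limit read from the data); inactive = the rest.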

SMILES	EBV gp42 block	eIF4E-4G inh	NCF1 inh	14-3-3 Bad inh	Cl transport mod	KLK5 inh	Rad51 HR inh	Furin inh	Thrombin inh
Cc1cccc(Nc2nc(-c3ccccc3)c(C(=O)Nc3cccnc3)s2)c1	0	-1	-5	-4	1.2	-20	-7	-10	-11
O=C(Nn1c(-c2ccncc2)nc2ccccc2c1=O)c1ccc(Br)cc1	1	-4	-12	-15	0.13	2	4	-23	2
COC(=O)CSc1nnc(CNC(=O)c2ccc(S(=O)(=O)N3CCCCC3)cc2)n1C	-4	4[fluorescence artefact?]	-14	0[fluorescence artefact?]	-0.35	-1	-3	-29	1
COc1ccc(Nc2ncccc2C(=O)NCc2ccccc2)cc1	-17	7	-127	-4	x	-6	7	-16[20 µM]	-4
CC(C)Cc1nnc(NS(=O)(=O)c2ccc(Cl)cc2)s1	4	-1	-8	-4	-0.042	2	-2	-21	1
COc1ccc(NC(=S)NNc2ccc(S(=O)(=O)Nc3ccccc3C(=O)O)cc2[N+](=O)[O-])cc1	-5	9	11	14	0.71	9	x	-11	-3
Cc1cc(C)n2nc(/C(C#N)=C/c3ccccc3)c(C#N)c2n1	-26	7	-9	-10	-1.1	4	-7	-22	4
Cc1cccc2cc(CN(Cc3cccnc3)C(=S)NCCCN(C)C)c(=O)[nH]c12	-16	5	-4	-17	-0.8	2	x	-17	1
COc1cccc2c1NC(C(=O)O)C1CC=CC21 (centres undefined)	63*	48*[fluorescence artefact?]	-4	42	0.51	-63	-13	-15	-12
O=S1(=O)CC(O)C(N2CCCCC2)C1 (centres undefined)	0	2	-10	-13	-0.12	-6	8	-10[20 µM]	0
Cc1ccc(-n2ncc3c(=O)n(CC(=O)NC4CCCCC4)cnc32)cc1C	-18	2[fluorescence artefact?]	8	4	x	-12	-1	18[20 µM]	-5
CCCNc1nc(N)nc(-c2cc(Cl)ccc2OC)n1	-8	1	-17	7	0.35	1	1	-24[20 µM]	3
CCOC(=O)c1ccccc1NC(=O)/C=C/C(=O)O	-14	-1[fluorescence artefact?]	0	-23	0.8	-25	-2	-8	-6
NNC(=O)C1=NOC2COC3(CCN(c4ncccn4)CC3)OCC12 (centres undefined)	-8	-1	-8	1	-0.066	0	4	-19	-3
O=C(CCC(=O)N1CCN(c2ccc(O)cc2)CC1)c1ccc(Br)cc1	-7	4	-12	-5	0.93	-3	11	-16	-3
c1ccc(Cn2nnc(-c3ccccc3)n2)cc1	-6	-3[fluorescence artefact?]	0	2	-2.8	-3	-16	-9[20 µM]	1
CC(=O)c1c(O)cc2n(c1=O)-c1ccc(Cl)cc1C2(C)C	-14	23	-26	-19	-1.7	-16	-2	-14	-10
CC(Cl)C(=O)NN=C(c1ccccc1)c1ccccc1 (centres undefined)	1	-4	7	-5	0.0057	-3	7	-10	x
COc1ccc2c(c1OC)C(=O)N1c3ccccc3COC21 (centres undefined)	-12	2	-1	1	0.011	-6	7	-26	-5
CCCC12CN3CC(C)(CN(C1)C3c1cccs1)C2=O (centres undefined)	-9	0	-5	-2	1.3	-7	14	5	0
CCOc1ccc(CCNc2ccc3nnc(-c4ccccc4)n3n2)cc1OCC	0	2[fluorescence artefact?]	14	25	-0.27	-13	-3	-17	-2
COCCCN1CN=C(Nc2nc3ccccc3o2)NC1	-6	2	-6	-20	0.11	2	4	-28	1
Cc1cc2cc(C(c3nnnn3Cc3ccccc3)N3CCc4ccccc43)c(=O)[nH]c2cc1C (centres undefined)	-22	-30	-57	-22	x	-9	x	-15[20 µM]	9
C=CCN1C(=O)/C(=C\c2ccc(C)cc2)N=C1SCC(=O)NCCC	-11	3	-2	-7	-0.51	0	-7	-13[20 µM]	2
CCOCCCNC(=O)/C(C#N)=C/c1cc(C)c(O)c(C)c1	1	2	-4	-13	-0.49	3	-108	-4	-1
O=C(Cc1ccccc1)Nc1ccc(N2CCOCC2)cc1	-8	3	4	-13	0.33	-3	18	-21	4
Cc1ccc(S(=O)(=O)NNc2ccccc2)c(C)c1	-31	-1	19	12	0.72	-7	x	-3	-3
CCOc1ccccc1C(=O)N/N=C/c1cccc2cccnc12	0	3	4	-13[fluorescence artefact?]	-1.7	-46	0	8	1
COc1ccc(C(=O)NCc2ccc3[nH]c(C)cc3c2)cc1OC	-5	-1	-6	-9	-0.33	-5	-8	-17	x
CC1CCc2sc(NC(=S)NC(=O)c3ccccc3)c(C#N)c2C1 (centres undefined)	-4	-1	-48	-1	4.4	-8	-1	0	-7
Cc1noc(C)c1CSc1nnc(-c2ccncc2)n1-c1cccc(Cl)c1C	-19	-5	3	2	-0.074	2	0	-13	0
O=C(C1=NN[C@@H]2C(=O)N(c3cccc(C(F)(F)F)c3)C(=O)[C@H]12)c1cnccn1	-3	-4	-1	-2	-0.58	-2	9	-7	-2
O=C(CSc1n[nH]c(-c2ccccc2)n1)Nc1ccc(Br)cn1	35	-5	-26	-7[fluorescence artefact?]	-0.13	-11	-5	-12[20 µM]	3
CN(C)CCNC(=O)CN1C(=O)COc2ccc(C(C)(C)C)cc21	3	0	-9	-1	1.4	5	3	-36	-1
O=c1c2ccccc2nc(-c2ccc(Cl)cc2Cl)n1O	18	-1	-5	6	5.7*	-2	6	-11	-10
O=C(NCc1csc(-c2ccccc2)n1)c1ccco1	-12	2	-3	-1	-1.4	-8	2	-17	2
COC(=O)n1c(=O)oc2ccc(S(=O)(=O)N3CCCCC3)cc21	-13	3	-6	-2	0.0092	1	18	-32	-1
CC(C)CNC(=S)NC(=O)c1ccccc1Cl	1	13	0	-3	50*	-13	9	-14	-7
COc1cc(C2=NC(CO)(CO)CO2)cc(OC)c1OC	-16	1	-8	-12	0.14	0	-6	-16	2
OC1CCN(C(=S)Nc2ccc(Oc3ccccc3)cc2)CC1	11	2	-2	-7	-2.3	7	-13	-3	-1
O=C(COc1ccccc1)NNc1nc2c(F)cc(F)cc2s1	-9	-5	-4	-10	0.59	-15	-11	-3	x
COCCn1c(N)c(C(=O)Nc2sc3c(c2C(=O)OC)CCCC3)c2nc3ccccc3nc21	-7	7	-20	11	-0.007	-3	-31	-11[20 µM]	-5
O=C(NCc1nc2ccccc2[nH]1)c1c(F)c(F)c(F)c(F)c1F	-9	3	-2	-13	0.67	-7	4	-18	-7
CCOC(=O)C1CCN(C(=O)c2c(-c3ccccc3)noc2C)CC1	-17	-2	-5	-4	1.7	0	-5	-35	-10
COc1ccc(CNC(=O)Cn2cc([N+](=O)[O-])nc2C)cc1	-11	-1	-8	0	0.66	-6	7	-12[20 µM]	-5
CCC(CC)NCCOC(=O)c1ccc([N+](=O)[O-])cc1	-13	6	-1	5	-1.2	0	1	-28	0
CCOC1=NN(c2ccccc2)C(=O)/C1=C\N(C)C	-24	0	-4	-5	0.37	1	6	-32	0
COc1ccnc(Oc2ccc(F)cc2)c1-c1ncn[nH]1	3	1	6	-8	0.96	-4	-4	-9	27
O=C(Nc1nnc(C2CC2)s1)c1cccc(S(=O)(=O)N2CCc3ccccc32)c1	1	-45[fluorescence artefact?]	-32	7[fluorescence artefact?]	0.33	-6	-2	-21	-6
c1ccc2c(-c3cc(C4CCNCC4)[nH]n3)cccc2c1	-11	-3	-5	-7	0.046	-1	10	-21	-7
C=CCSc1ccsc1C(=O)O	-20	-4	-16	-2	x	-20	1	-12[20 µM]	-4
O=C(Nc1ccccc1)N1C(=O)C2(OCCO2)c2ccccc21	7	7[fluorescence artefact?]	3	0	0.75	-14	6	-15[20 µM]	-10
CCOc1cc(N2CCOCC2)c(OCC)cc1NC(=O)c1ccc(OCc2c(C)noc2C)c(OC)c1	0	5	-20	-6	0.21	-27	x	-4	-6
O=C1C2CC=CCC2C(=O)N1c1ccc(NCCc2cccc(F)c2)c([N+](=O)[O-])c1 (centres undefined)	-3	-12	-1	-9	1.8	-13	-7	7	-6
CCOC(=O)c1ccc(NC(=O)CCOc2ccccc2)cc1	0	x	-3	x	-4.9	-3	15	-19[20 µM]	-4
CCn1c(CNc2ccc(Cl)cc2)nnc1SCC(=O)OC1CCCCC1	-2	3[fluorescence artefact?]	-15	-7	-0.073	-8	0	-14[20 µM]	2
O=C(NC1CCCC1)C1CCC(CNS(=O)(=O)c2cccs2)CC1 (centres undefined)	4	5	-6	-8[fluorescence artefact?]	0.18	-5	x	-20	-8
CCc1nnc(NS(=O)(=O)c2ccc(NC(=S)NC(=O)c3ccc(Br)cc3)cc2)s1	-2	0[fluorescence artefact?]	-43	19[fluorescence artefact?]	-1.7	-33	-4	-11	-5
Cc1cc(NC(=O)CCC2CCCCC2)no1	-10	-4	-13	-5	-0.37	-9	6	-17[20 µM]	-1
Cc1cccc(C(=O)NC(=S)NNC(=O)c2ccccc2Cl)c1	-4	20	-7	-9	40*	-101	3	-21	-4

3 entries already listed, sorted by the value under EBV gp42 block, largest number first.
Compound | EBV gp42 block
CC1CCc2sc(NC(=S)NC(=O)c3ccccc3)c(C#N)c2C1 (centres undefined) | -4
CCCC12CN3CC(C)(CN(C1)C3c1cccs1)C2=O (centres undefined) | -9
Cc1noc(C)c1CSc1nnc(-c2ccncc2)n1-c1cccc(Cl)c1C | -19

Record cards (already shown):
CCOc1ccccc1C(=O)N/N=C/c1cccc2cccnc12 reads EBV gp42 block = 0; eIF4E-4G inh = 3; NCF1 inh = 4; 14-3-3 Bad inh = -13[fluorescence artefact?]; Cl transport mod = -1.7; KLK5 inh = -46; Rad51 HR inh = 0; Furin inh = 8; Thrombin inh = 1
CCn1c(CNc2ccc(Cl)cc2)nnc1SCC(=O)OC1CCCCC1 reads EBV gp42 block = -2; eIF4E-4G inh = 3[fluorescence artefact?]; NCF1 inh = -15; 14-3-3 Bad inh = -7; Cl transport mod = -0.073; KLK5 inh = -8; Rad51 HR inh = 0; Furin inh = -14[20 µM]; Thrombin inh = 2

Back to the main list with the 2 entries that preceded the break.
SMILES	EBV gp42 block	eIF4E-4G inh	NCF1 inh	14-3-3 Bad inh	Cl transport mod	KLK5 inh	Rad51 HR inh	Furin inh	Thrombin inh
Cc1cc(NC(=O)CCC2CCCCC2)no1	-10	-4	-13	-5	-0.37	-9	6	-17[20 µM]	-1
Cc1cccc(C(=O)NC(=S)NNC(=O)c2ccccc2Cl)c1	-4	20	-7	-9	40*	-101	3	-21	-4
Brc1ccc(CSc2nnc(-c3ccccn3)n2Cc2ccco2)cc1	5	2	-16	13	x	3	-1	-10	-1
CC(=O)Nc1nonc1NC(=O)COc1ccccc1	-10	-3	-1	3	-0.0027	-1	x	-30	-1
CC(=O)C1=C(C)NC(=O)NC1c1ccccc1 (centres undefined)	-22	6	-16	-2	1.2	-21	0	-8	-5
Cc1cccc(NC(=O)Cc2coc3ccc4ccccc4c23)n1	-7	4	-7	22	x	4	4	-11[20 µM]	-1

Rows were taken by chance; about 4.7% have a hit in one of these screens.
